Screens deposited in PubChem by several laboratories.
CSM14.1 death rescue – rescue of cells from ER stress-induced death, primary screen, 384-well, CSM14.1, thapsigargin, ATP luminescence (AID 1222). CSM14.1 thapsigargin-induced death rescue, ATP luminescence; higher % means a stronger effect. cellular ATP content (survival), % at 20 µM, or EC50 in µM where a hit was titrated. 190,000 tested, under 10 active;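 active = EC50 below 50 µM in the dose-response confirmation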;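 also: death triggered by thapsigargin at about 15 µM added after 2 h compound pretreatment; cell ATP read after overnight thapsigargin exposure of roughly 18 to 22 hours; normalized against plate controls of thapsigargin alone and 5% DMSO vehicle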
P. falciparum M1AAP – malaria alanyl aminopeptidase activity blockers – biochemical, fluorogenic H-Leu-NHMec substrate, 1536-well (AID 1445); recombinant M1AAP, H-Leu-NHMec fluorogenic kinetic assay; higher % means a stronger effect; inhibition, % at 30 µM; hits with a dose series show IC50 in µM; 220,000 tested, 0.42% active;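 active = primary inhibition above the hit cutoff, then over 50% inhibition at one or more dose response concentrations, cut at about 23% in these data, passing the limit was not always enough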;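 also: plate controls were DMSO full reaction for no effect and no enzyme background for full effect; strong numbers were not always called active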
MT stabilizer – stabilizes microtubules in HeLa cells. HeLa tubulin immunostaining HCS, 24 h; share of cells brighter than vehicle mean+2SD. % tubulin-high responders, % at 10 µM. 200,000 tested, 0.83% active;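 active = plate Z-score above 3 for both tubulin-high and condensed-nucleus cell shares, with cell loss under 80%, at 10 µM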;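 also: anti alpha tubulin signal scored within the nucleus-defined area of each cell; some results filed as inactive read as strong as hits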
P. falciparum M17LAP – P. falciparum M17LAP inhibitors, primary screen, biochemical, fluorogenic H-Leu-NHMec substrate, 1536-well (AID 1619). 220,000 tested, 0.38% active. recombinant M17LAP, H-Leu-NHMec fluorogenic kinetic assay; higher % means a stronger effect. inhibition, % at 30 µM; hits with a dose series show IC50 in µM;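 active = compound inhibiting the enzyme by more than half at any dose during confirmatory dose-response retesting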;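 also: plate controls were full reaction with DMSO carrier for no effect and no enzyme background for full effect; strong numbers were not always called active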
UTI89 phage lysis – inhibition of K1F phage lysis, E. coli UTI89, bacterial capsule biogenesis inhibitors, alamar blue (AID 488966). E. coli UTI89 K1F phage lysis, alamar blue, 2 h; higher % means a stronger effect. inhibition, % at 100 µM; hits with a dose series show IC50 in µM. 340,000 tested, 0.02% active;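 active = phage lysis inhibition, versus mean bacterial control, above a set limit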;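 also: capsule biogenesis inhibitors block K1F phage lysis so surviving cells raise fluorescence; higher fluorescence means more inhibition of phage lysis; actives were called in the ten point dose series up to 300 µM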
b-catenin transl – alters nuclear translocation of beta-catenin in HeLa cells; immunofluorescence imaging; nuclear translocation activity, % at 5 µM; 190,000 tested, 0.3% active; AID 1665;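 active = nuclear translocation activity above 50% at 5 µM, with a well cell count of 50 or more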;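 also: per-cell ratio of nuclear to cytoplasmic median beta-catenin stain intensity; plate controls were DMSO negative control for no effect and GSK-3 inhibitor IX positive control for full effect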
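test system = HeLa cells, endogenous beta-catenin | dosing = single 5 µM dose plus 0.02–20 µM confirmation series | times = compound treatment 24 h, 37°C, 5% CO2 | technique = beta-catenin immunofluorescence imaging with DAPI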
Autophagy mod – autophagy modulation, high-content screen. MEF GFP-LC3 puncta imaging; test concentration mostly 10 µM. calls only at 10 µM (by protocol). 190,000 tested, 0.98% active. AID 463193;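 active = percentage of spot-positive cells more than 3 SD above its plate mean, without a fluorescence outlier flag or 80% toxicity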;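 also: spot-positive cell cutoff set from DMSO-treated cells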
Dynein transport – dynein cargo transport inhibition | 3617.4 mouse cells, GR-EGFP nuclear translocation imaging; test concentration mostly 20 µM; stimulated with dexamethasone, 1 µM; hits give low values | z-score, hits read low | 220,000 tested, 0.47% active;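 active = plate z-score of nuclear minus cytoplasmic receptor signal below a set negative limit, without overly bright fluorescence or cell loss, cut at about -3.5 in these data, passing the limit was not always enough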;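 also: z-score of nuclear minus cytoplasmic ring GR-EGFP intensity difference per well; some compounds called inactive have numbers as strong as hits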
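Also added: dexamethasone, 1.0 µM final. Medium: tet-free, stripped-serum medium. Detection: fixed, Hoechst-stained cells imaged at 10x for EGFP. Read-out: nuclear-to-cytoplasmic GR-EGFP distribution per well. Times: induction 48 h, compound 1 h, agonist 30 min.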
Ins promoter up – MIN6 insulin promoter up-regulation. z-score at 5 µM. MIN6 insulin promoter-GFP reporter, high-content imaging; hits give high values. AID 1625. 190,000 tested, 0.3% active;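 active = z-score above 3 at 5 µM with at least 500 cells counted in the well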
Dynein transport cytoplasmic EGFP – further read-out of Dynein transport, marked with its call; z-score; measured here: cytoplasmic GR-EGFP intensity; hits give high values
Dynein transport nuclear GR-EGFP – second read-out of Dynein transport, no call of its own (marks repeat the call); z-score; measured here: nuclear GR-EGFP intensity;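 lower value marks the stronger effect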
Dynein transport cell count – also measured in Dynein transport; calls as there; z-score; measured here: cell count per field
Ins promoter up cell count – further read-out of Ins promoter up, marked with its call; cell count; measured here: cytotoxicity, nuclei count;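 total cells summed across four imaged fields per well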
b-catenin transl cell count 5 µM – second read-out of b-catenin transl, no call of its own (marks repeat the call); cell count; measured here: cell count, cytotoxicity flag
MT stabilizer Hoechst-high % – also measured in MT stabilizer; calls as there; % Hoechst-high responders; measured here: nuclear condensation Hoechst responders;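 share of cells brighter than vehicle mean plus two SD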
MT stabilizer cytotoxicity % – further read-out of MT stabilizer, marked with its call; toxicity, %; measured here: cytotoxicity by cell density;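 0% = mean cell density of plate MIN control wells and 100% = no cells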
Autophagy mod cell loss 18 h – second read-out of Autophagy mod, no call of its own (marks repeat the call); toxicity, %; measured here: cell loss, nuclei count;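 cell loss after 18 h compound exposure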
The depositor's hits bear a star; i = inactive; · = not tested or not shown; + = active, no number; [ ] = another dose, or the depositor's remark.

1) CCC1Oc2ccc(C)cc2N(CC(=O)N(Cc2cccnc2)Cc2ccc(C)o2)C1=O (stereo unspecified)
2) CCc1ccc(-n2c(O)cnc2Nc2nc(C)cc(C)n2)cc1
3) O=C(Oc1ccc([N+](=O)[O-])cc1)c1ccc2ccccc2n1
4) CCCCNC(=O)C1CCC(CNS(=O)(=O)c2ccc(C)cc2)CC1 (stereo unspecified)
5) COc1ccc(N2CC(C(=O)Nc3ccc4c(c3)OCO4)CC2=O)cc1 (stereo unspecified)
6) Cc1cc(Cl)ccc1NNC(=O)c1c(C)noc1C
7) CCCCN(C)C(=O)c1cn(C)c2ccc(S(=O)(=O)N(C)C)cc2c1=O
8) NC(=O)COC(=O)c1sc2cc(F)ccc2c1Cl
compound no.	1	2	3	4	5	6	7	8
CSM14.1 death rescue	0.2%	-1.6%	-1.1%	0.1%	-2.3%	·	-0.8%	-0.8%
P. falciparum M1AAP	20%	-5%	2%	0%	-1%	7%	9%	8%
MT stabilizer	1.8	2.8	3.8	3.7	4.1	·	4.7	3.3
MT stabilizer Hoechst-high %	0.9	2.4	2.5	1.3	1.9	·	0.9	1.9
MT stabilizer cytotoxicity %	2.1	5.8	6.1	4.8	7.5	·	6.3	1.9
P. falciparum M17LAP	7%	-1%	11%	8%	-12%	7%	14%	-4%
UTI89 phage lysis	1.5%	-0.5%	0.2%	-0.2%	1.7%	-0.1%	3.2%	0.6%
b-catenin transl	-0.5	·	-1.1	-2.2	-3.0	-1.5	2.4	-0.1
b-catenin transl cell count 5 µM	1055	·	1034	1077	1109	1093	889	814
Autophagy mod	i	i	i	i	i	·	·	i
Autophagy mod cell loss 18 h	0	-8	2	5	7	·	·	15
Dynein transport	-3.7*	-0.0018	-1.9	-0.34	-0.66	-0.32	1.6	0.17
Dynein transport cytoplasmic EGFP	0.99*	-0.2	-0.22	-0.14	-0.19	-0.22	0.014	-0.23
Dynein transport nuclear GR-EGFP	-1.9*	0.094	-0.91	-0.39	-0.092	-0.27	1.4	0.37
Dynein transport cell count	-2*	-0.099	-0.25	-0.42	-0.28	-0.2	-1.2	-0.71
Ins promoter up	-0.22	0.41	0.49	0.26	0.18	-0.04	0.07	0.3
Ins promoter up cell count	1843	951	1857	1649	1985	1406	1132	1031

Taken from above:
cpd 8 in UTI89 phage lysis reads 0.6%
cpd 2 in MT stabilizer Hoechst-high % reads 2.4

Other results.
9) Cc1ccc(-c2ccc(/C=C(\C#N)C(=O)Nc3cc(C)nn3-c3ccccc3)o2)cc1
10) Cc1c(NS(=O)(=O)N2CCCCC2)c(=O)n(-c2ccccc2)n1C
11) COc1ccc(-c2cc3nnc(-c4ccccc4)nc3s2)cc1
12) CCCc1cc(=O)[nH]c(SCC(=O)Nc2ccc(Br)cc2Br)n1
13) CNC(=S)Nc1ccc(-c2nc3ccc(C)cc3s2)cc1
14) CC1=NN(c2cccc(Cl)c2)C(=O)C1
15) Cc1ccc(-c2n[nH]c(=S)n2-c2ccccc2)cc1
16) COCCCNC(=O)Cn1cnc2sc(C)c(S(=O)(=O)N3CCN(c4ncccn4)CC3)c2c1=O
compound no.	9	10	11	12	13	14	15	16
CSM14.1 death rescue	0.7%	3.2%	-2.4%	-2.2%	-0.2%	·	-3.2%	-2.3%
P. falciparum M1AAP	-3%	15%	4%	1%	17%	12%	-1%	5%
MT stabilizer	3.4	2.4	2.0	5.7	6.1	·	3.1	2.3
MT stabilizer Hoechst-high %	2.6	2.4	0.4	1.9	1.7	·	1.7	2.5
MT stabilizer cytotoxicity %	7.3	7.1	29	1.6	0.3	·	3.1	6.5
P. falciparum M17LAP	10%	2%	-18%	-4%	3%	9%	33%	4%
UTI89 phage lysis	·	7.8%	0.9%	-0.5%	-0.5%	-0.1%	-1.2%	-0.3%
b-catenin transl	-0.1	-4.1	1.1	-0.5	-2.6	0.2	1.8	0.6
b-catenin transl cell count 5 µM	1056	1216	1154	1023	1147	1356	537	1110
Autophagy mod	+	i	i	i	i	·	i	i
Autophagy mod cell loss 18 h	1.8*	-7	8	15	-14	·	-6	6
Dynein transport	1.6	1.5	-0.39	-0.14	-0.66	-0.85	-0.65	-0.056
Dynein transport cytoplasmic EGFP	23	-0.17	-0.29	-0.35	-0.25	-0.81	-0.25	-0.32
Dynein transport nuclear GR-EGFP	3.8	0.83	-0.29	-0.28	-0.34	-0.76	-0.97	-0.18
Dynein transport cell count	0.51	-1.2	0.27	0.59	1.2	0.55	-0.59	-0.28
Ins promoter up	·	0.53	·	1	-0.3	0.11	·	-1.3
Ins promoter up cell count	·	941	·	1281	1636	880	·	1358

17) Cc1ccc(C(=O)Nc2ccc3c(c2)CCC3)o1
18) Cc1cccc(OCCSc2nc3c([nH]2)c(=N)ncn3Cc2ccccc2)c1
19) CCN(Cc1ccncc1)C(=S)Nc1ccc(Cl)cc1
20) CCn1c(SCC(=O)Nc2ccc(C)cc2)nnc1-c1ccccn1
21) COc1ccc(C2Nc3ccccc3C(=O)N2O)cc1OC (stereo unspecified)
22) Cn1c(SCC(O)c2ccccc2)nnc1-c1ccc2ccccc2c1 (stereo unspecified)
23) O=C(CSc1nc2ccccc2o1)Nc1nc2ccc(Br)cc2s1
24) C/C(=N\NS(=O)(=O)c1ccc(Cl)cc1)c1ccc(O)cc1
compound no.	17	18	19	20	21	22	23	24
CSM14.1 death rescue	-5.5%	3.0%	-0.5%	·	-2.0%	·	0.0%	-0.4%
P. falciparum M1AAP	7%	4%	-7%	4%	3%	-7%	5%	4%
MT stabilizer	2.0	1.4	4.1	·	5.9	·	1.5	1.3
MT stabilizer Hoechst-high %	1.4	2.0	2.3	·	2.5	·	1.3	1.5
MT stabilizer cytotoxicity %	5.3	7.0	7.5	·	4.5	·	1.3	7.4
P. falciparum M17LAP	17%	-6%	-3%	-8%	1%	-1%	2%	9%
UTI89 phage lysis	8.8%	-0.1%	0.1%	0.0%	1.6%	0.4%	0.3%	-0.1%
b-catenin transl	0.5	-1.0	-0.5	0.0	5.5	0.6	3.7	0.6
b-catenin transl cell count 5 µM	891	1188	1075	1252	1360	1255	948	1359
Autophagy mod	i	i	i	·	i	·	i	i
Autophagy mod cell loss 18 h	-1	4	9	·	15	·	7	0
Dynein transport	-0.26	·	-0.096	-1.3	-0.74	0.47	-1	0.5
Dynein transport cytoplasmic EGFP	-0.18	·	-0.32	-0.16	-0.29	-0.28	-0.066	-0.2
Dynein transport nuclear GR-EGFP	0.27	·	0.3	-0.46	-0.24	-0.058	-0.088	0.036
Dynein transport cell count	0.76	·	0.04	0.34	0.048	-0.38	-0.13	-0.072
Ins promoter up	0.66	-0.4	-1.2	0.3	-0.02	-0.17	0.71	0.6
Ins promoter up cell count	1146	1075	1238	1025	1475	1357	896	1648

Next section (four carried over from the part before).
21) COc1ccc(C2Nc3ccccc3C(=O)N2O)cc1OC (stereo unspecified)
22) Cn1c(SCC(O)c2ccccc2)nnc1-c1ccc2ccccc2c1 (stereo unspecified)
23) O=C(CSc1nc2ccccc2o1)Nc1nc2ccc(Br)cc2s1
24) C/C(=N\NS(=O)(=O)c1ccc(Cl)cc1)c1ccc(O)cc1
25) Cc1cccc(OCCc2nnc(N)s2)c1C
26) O=S(=O)(c1cccc(-c2n[nH]c(=S)o2)c1)N1CCOCC1
27) CC1CCc2sc(NC(=O)C3CC(Cl)=CCC3C(=O)O)c(C#N)c2C1 (stereo unspecified)
28) COc1ccccc1NC(=O)CCC(=O)OCc1ccc([N+](=O)[O-])cc1
29) O=C(Nc1nccs1)c1ccc(S(=O)(=O)NCC2CCCCC2)cc1
compound no.	21	22	23	24	25	26	27	28	29
CSM14.1 death rescue	-2.0%	·	0.0%	-0.4%	-0.6%	·	0.8%	0.0%	-2.2%
P. falciparum M1AAP	3%	-7%	5%	4%	-1%	1%	-2%	-6%	-7%
MT stabilizer	5.9	·	1.5	1.3	3.4	·	4.3	1.4	1.6
MT stabilizer Hoechst-high %	2.5	·	1.3	1.5	2.4	·	0.4	1.2	2.0
MT stabilizer cytotoxicity %	4.5	·	1.3	7.4	11	·	1.1	1.6	9.0
P. falciparum M17LAP	1%	-1%	2%	9%	1%	6%	<1µM*	-3%	-3%
UTI89 phage lysis	1.6%	0.4%	0.3%	-0.1%	0.7%	0.1%[50 µM]	·	-0.5%	0.8%
b-catenin transl	5.5	0.6	3.7	0.6	-6.0	1.1	1.2	-1.8	-2.0
b-catenin transl cell count 5 µM	1360	1255	948	1359	1000	1276	1518	1051	848
Autophagy mod	i	·	i	i	i	·	i	i	i
Autophagy mod cell loss 18 h	15	·	7	0	0	·	-2	-19	-9
Dynein transport	-0.74	0.47	-1	0.5	-0.2	-0.31	3	0.72	-0.26
Dynein transport cytoplasmic EGFP	-0.29	-0.28	-0.066	-0.2	-0.24	-0.25	-0.13	-0.13	-0.21
Dynein transport nuclear GR-EGFP	-0.24	-0.058	-0.088	0.036	0.22	-0.25	0.91	0.7	-0.14
Dynein transport cell count	0.048	-0.38	-0.13	-0.072	-0.72	0.89	-1.6	-0.3	0.59
Ins promoter up	-0.02	-0.17	0.71	0.6	-0.55	-0.36	-0.24	·	0.42
Ins promoter up cell count	1475	1357	896	1648	1336	1115	1492	·	1120
